Screening data (PubChem BioAssay)
U2OS ROS induce = cancer cell ROS induction; AID 624156; hit rate 2% among 46,000; U2OS ROS induction, H2DCF-DA fluorescence; ROS induction (% of piperlongumine), % at 10 µM; in the data active = ROS induction above about 79%, passing the limit was not always enough; inconclusive = no clear call, values can overlap the other calls;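 note: 0% = DMSO vehicle median and 100% = reference compound median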
The depositor's hits bear a star; ? = inconclusive.

SMILES | U2OS ROS induce
C[C@H]1CN([C@@H](C)CO)C(=O)Cc2cc(NC(=O)Nc3cccc4ccccc34)ccc2O[C@@H]1CN(C)CC1CCCCC1 | -8.1
O=C(O)CCCCCCC(=O)N/N=C/c1ccc(-c2cccc(Cl)c2)o1 | -1.8
COc1ccc(CN(C)C[C@H]2Oc3ccc(NS(=O)(=O)c4cn(C)cn4)cc3C(=O)N([C@H](C)CO)C[C@H]2C)cc1 | -3.3
CC(C)(C)C(=O)CC(Nc1ccccc1)c1ccc(Cl)cc1 (stereo not drawn) | 15.0
C[C@@H]1CN([C@H](C)CO)C(=O)c2cccc(NC(=O)Nc3ccccc3)c2O[C@H]1CN(C)Cc1ccc(C(=O)Nc2ccccc2N)cc1 | ?
C[C@H]1CN([C@@H](C)CO)C(=O)c2cc(NC(=O)Nc3ccccc3)ccc2O[C@H]1CN(C)S(=O)(=O)c1ccc(F)cc1 | 6.8
O=C(CSc1nc(Nc2ccccc2)nc(N2CCOCC2)n1)Nc1ccccc1Cl | 27.0
Cc1cc(-c2cccs2)c2c(N)c(C(=O)c3ccccc3)sc2n1 | 95.7*
COC(=O)C(CC#Cc1ccc2c(c1)[C@]1(C(=O)N2)[C@H](c2ccccc2OCCO)N2[C@H](c3ccccc3)[C@H](c3ccccc3)OC(=O)[C@H]2[C@@H]1C(=O)N1CCc2cc(OC)c(OC)cc2C1)C(=O)OC | 174.9*
C[C@H](CO)N1C[C@H](C)[C@@H](CN(C)S(=O)(=O)c2ccccc2)Oc2ccc(NS(=O)(=O)c3cccs3)cc2C1=O | 8.9
COc1ccc(NC(=O)N(C)C[C@@H]2Oc3c(NS(=O)(=O)c4ccc(F)cc4)cccc3C(=O)N([C@@H](C)CO)C[C@@H]2C)cc1 | 7.0
CNC(=O)CN(Cc1ccccc1)S(=O)(=O)c1ccc(Cl)cc1 | -16.4
Cc1cc(C)c(S(=O)(=O)N(C)CC(=O)Nc2ccc(Cl)cc2Cl)c(C)c1 | 19.8
CCOC(=O)N1CCC(NC(=O)C2CCCN(c3ncnc4c3sc3cccc(F)c34)C2)CC1 (stereo not drawn) | -0.7
C[C@H]1CN([C@@H](C)CO)C(=O)c2cc(N(C)C)ccc2O[C@@H]1CN(C)S(=O)(=O)c1ccc(Cl)cc1 | -7.7
O=C(NCc1ccccc1)[C@@H]1c2ccccc2C(=O)N(CC23CC4CC(CC(C4)C2)C3)[C@H]1c1ccc(CO)cc1 | 7.3
CCCC(=O)Nc1cccc(N)c1 | 8.4
CCc1cccc(NC(=O)c2sc(-n3cccc3)nc2C)c1 | 5.4
COc1ccc(NC(=S)N(Cc2ccccc2)Cc2cccn2Cc2ccc(C)cc2C)cc1OC | 11.7
CCCCn1c(-c2ccc(Br)cc2)nc2ccccc21 | 22.2
Cc1ccc(Cl)cc1N1CCN(CCCNc2nc3ccccc3n3c(C)nnc23)CC1 | 0.4
O=C(COc1ccc(Br)cc1Cl)Nc1ccccc1CO | 2.9
C[C@@H]1CN([C@H](C)CO)C(=O)c2cccc(NC(=O)c3cnccn3)c2O[C@@H]1CN(C)Cc1ccccc1 | 1.5
O=c1c2ccccc2[nH]c(=S)n1CCCn1ccnc1 | 0.1

Arranged by molecular weight (descending): part of the list above
SMILES | U2OS ROS induce
COC(=O)C(CC#Cc1ccc2c(c1)[C@]1(C(=O)N2)[C@H](c2ccccc2OCCO)N2[C@H](c3ccccc3)[C@H](c3ccccc3)OC(=O)[C@H]2[C@@H]1C(=O)N1CCc2cc(OC)c(OC)cc2C1)C(=O)OC | 174.9*
C[C@H]1CN([C@@H](C)CO)C(=O)c2cc(NC(=O)Nc3ccccc3)ccc2O[C@H]1CN(C)S(=O)(=O)c1ccc(F)cc1 | 6.8
Cc1cc(C)c(S(=O)(=O)N(C)CC(=O)Nc2ccc(Cl)cc2Cl)c(C)c1 | 19.8
O=c1c2ccccc2[nH]c(=S)n1CCCn1ccnc1 | 0.1

(list continues)
SMILES | U2OS ROS induce
COc1ccccc1-n1c(SCC(=O)Nc2ccccc2C)nc2ccc(I)cc2c1=O | 25.9
CC(C)NC(=O)Nc1ccc2c(c1)C(=O)N([C@@H](C)CO)C[C@@H](C)[C@@H](CN(C)Cc1ccc(-c3ccccc3)cc1)O2 | 24.9
Cc1occc1C(=O)NCCc1ccc(S(N)(=O)=O)cc1 | -19.2
CC1OC(c2cc3oc(-c4ccccc4)cc(=O)c3c(O)c2O)CC(O)C1O (stereo not drawn) | 52.8
COc1ccc(-c2nc3c(c(SCC(N)=O)n2)Cc2ccccc2O3)cc1 | 5.2
Cc1cc(Cl)ccc1OCCNS(=O)(=O)c1cc([N+](=O)[O-])ccc1C | -7.2
COc1ccc(S(=O)(=O)N(C)C[C@@H]2Oc3ccc(NC(=O)C4CCCCC4)cc3CC(=O)N([C@H](C)CO)C[C@H]2C)cc1 | 14.1
O=C(Nc1ccc(Cl)cc1C(=O)NCc1cccnc1)c1ccco1 | 6.7
C[C@@H]1CN([C@@H](C)CO)C(=O)Cc2cc(NC(=O)CCCN(C)C)ccc2O[C@@H]1CN(C)Cc1ccc(Oc2ccccc2)cc1 | 21.3
C[C@@H]1CN([C@@H](C)CO)C(=O)c2cc(NS(C)(=O)=O)ccc2O[C@H]1CN(C)C(=O)Nc1ccccc1 | -4.5
CCOc1ccc(C2C3=C(CCCC3=O)Nc3ncnn32)cc1 (stereo not drawn) | 11.5
C[C@@H]1CN([C@H](C)CO)C(=O)CCCn2nncc2CO[C@@H]1CN(C)S(=O)(=O)c1cn(C)cn1 | 3.0

Four of these compounds, reformatted:
SMILES	U2OS ROS induce
COc1ccc(-c2nc3c(c(SCC(N)=O)n2)Cc2ccccc2O3)cc1	5.2
Cc1cc(Cl)ccc1OCCNS(=O)(=O)c1cc([N+](=O)[O-])ccc1C	-7.2
COc1ccc(S(=O)(=O)N(C)C[C@@H]2Oc3ccc(NC(=O)C4CCCCC4)cc3CC(=O)N([C@H](C)CO)C[C@H]2C)cc1	14.1
O=C(Nc1ccc(Cl)cc1C(=O)NCc1cccnc1)c1ccco1	6.7

Further structures
SMILES | U2OS ROS induce
C[C@H]1CN([C@@H](C)CO)C(=O)c2cccc(NC(=O)c3cnccn3)c2O[C@H]1CN(C)C | -0.3
COc1ccc(-n2c(SCC(=O)N3CCOCC3)nnc2-c2ccccc2)cc1 | -8.7
CC1(C)CN=C(NC2CCCCC2)S1 | -3.6
COC(=O)c1cccc(C(=O)Nc2cnc3ccccc3c2)n1 | 20.0
CC(C)(C)c1cc(C(=O)NN)no1 | -24.5
CCS(=O)(=O)c1ccc2nc(SCC(=O)n3c4c(c5ccccc53)CCCC4)oc2c1 | -12.4
CS(=O)(=NS(=O)(=O)c1ccccc1C(F)(F)F)c1ccc(Cl)cc1 (stereo not drawn) | 5.4
C[C@@H]1CN([C@@H](C)CO)C(=O)Cc2cc(NC(=O)Nc3ccc4c(c3)OCO4)ccc2O[C@@H]1CN(C)S(=O)(=O)c1ccc(F)cc1 | 2.3
Cn1c(=O)c2[nH]c(-c3ccc(Cl)cc3)c(O)c2n(C)c1=O | -7.5
O=C(Nc1ccc2nonc2c1)N1CCOCC1 | -17.3
O=C(Cn1cccc(C(F)(F)F)c1=O)c1ccc(Cl)cc1 | 13.6
COc1ccc(OC)c(NC(=O)c2c(NC(=O)CN3CCCC(C)C3)sc3c2CCC3)c1 (stereo not drawn) | -10.8
Cc1noc(C)c1NC(=O)Nc1ccc2c(c1)C(=O)N([C@H](C)CO)C[C@@H](C)[C@@H](CN(C)C(=O)NC(C)C)O2 | -2.8
COC(=O)c1cc(-c2ccccc2)sc1NC(=S)Nc1cn(C)nc1C | 17.8
C[C@H]1CN([C@@H](C)CO)C(=O)c2cc(N(C)C)ccc2O[C@H]1CN(C)S(=O)(=O)c1ccc(F)cc1 | -13.9
C[C@H](CO)N1C[C@H](C)[C@@H](CN(C)Cc2ccccc2C(=O)O)OCc2cnnn2CCCC1=O | 0.0
CC(Oc1ccc(C(C)(C)C)cc1)C(=O)Nc1ncn[nH]1 (stereo not drawn) | -0.1
C[C@H]1CN([C@@H](C)CO)C(=O)c2cccc(NS(=O)(=O)c3ccccc3)c2O[C@H]1CN(C)S(=O)(=O)c1ccccc1 | -14.7
C[C@@H]1CN([C@@H](C)CO)C(=O)c2cccc(NS(C)(=O)=O)c2O[C@@H]1CN(C)C(=O)Nc1cccc2ccccc12 | -3.5
C[C@H]1CN([C@@H](C)CO)C(=O)c2cccc(NC(=O)CCCCCC(=O)Nc3ccccc3N)c2O[C@@H]1CN(C)Cc1ccc2c(c1)OCO2 | 107.7*
O=C1O[C@@H](c2ccccc2)[C@@H](c2ccccc2)N2[C@@H](c3ccccc3OCCO)[C@]3(C(=O)Nc4ccccc43)[C@@H](C(=O)O)[C@H]12 | 6.0
O=S(=O)(N[C@@H]1CCCN(Cc2ccc(OCCO)cc2)C1)c1cc(Cl)ccc1Cl | 6.5
Cc1cc(C)c(NC(=O)CN(c2cc(Cl)cc(Cl)c2)S(C)(=O)=O)c(C)c1 | -8.6
O=C(Nc1ccc(S(=O)(=O)NC23CC4CC(CC(C4)C2)C3)cc1)C1CC1 | 9.1
O=C(O)c1cc2cc(F)ccc2[nH]1 | -17.2
Cc1ccc(S(=O)(=O)Nc2ccc3c(c2)C(=O)N([C@H](C)CO)C[C@@H](C)[C@@H](CN(C)C(=O)Nc2c(C)noc2C)O3)cc1 | -10.9
COc1ccc(CN(C)C[C@H]2Oc3c(NS(=O)(=O)c4ccc(F)cc4)cccc3C(=O)N([C@H](C)CO)C[C@@H]2C)cc1 | 9.5
O=C(CSc1nnnn1-c1ccccc1F)N1c2ccccc2Sc2ccc(Cl)cc21 | -6.2
C[C@H](CO)N1C[C@H](C)[C@H](CN(C)S(=O)(=O)c2cn(C)cn2)Oc2c(NC(=O)NC3CCCCC3)cccc2C1=O | -2.9
c1ccc(-c2nnc(SCC3COc4ccccc4O3)nc2-c2ccccc2)cc1 (stereo not drawn) | -4.5
O=C(N/N=C/c1ccc(S(=O)(=O)O)o1)c1ccccc1O | -13.4
COc1ccc(NC(=O)CN(c2ccc(Cl)cc2)S(C)(=O)=O)cc1Cl | 5.0
COc1ccc(NC(=O)N(C)C[C@H]2Oc3c(NC(=O)C4CC4)cccc3C(=O)N([C@H](C)CO)C[C@H]2C)cc1 | 6.7
COC(=O)c1cc(OC)c(OC)cc1NC(=O)CCN1C(=O)c2ccccc2C1=O | 7.3
C[C@@H]1CN([C@H](C)CO)C(=O)c2cc(NC(=O)C3CCCCC3)ccc2O[C@@H]1CN(C)Cc1ccccc1 | -5.4
COc1ccc(NC(=O)N(C)C[C@@H]2OCCCC[C@@H](C)Oc3ccc(NC(=O)Nc4cccc5ccccc45)cc3C(=O)N([C@H](C)CO)C[C@@H]2C)cc1 | 33.1
C[C@@H]1CN([C@H](C)CO)C(=O)c2cc(NS(=O)(=O)c3ccccc3)ccc2O[C@H]1CN(C)CC1CCCCC1 | -7.0
CSc1nsc(SCc2ccc(C(=O)Nc3ccc(Cl)cc3)cc2)n1 | -3.0
COc1ccc(C)cc1NC(=O)c1ccccc1N(C)S(=O)(=O)c1ccccc1 | -0.3
N#Cc1c(NC(=O)C(F)(F)F)sc2c1CCCC2 | -2.4
CCCN(C)C[C@@H]1OCc2cn(nn2)CCCC(=O)N([C@@H](C)CO)C[C@@H]1C | 1.8
CC(C)NC(=O)Nc1cccc2c1O[C@@H](CN(C)Cc1ccccc1)[C@H](C)CN([C@@H](C)CO)C2=O | 4.8
COc1ccc(NC(=O)Nc2ccc3c(c2)C(=O)N([C@H](C)CO)C[C@H](C)[C@H](CN(C)C(=O)c2ccccc2)OCCCC[C@@H](C)O3)cc1 | -5.0
CC(C)(C)c1ccc(OCC(O)CN2CCN(CCO)CC2)cc1 (stereo not drawn) | -6.9
CC(C)=CCC[C@@](C)(O)[C@H]1CC[C@]2(C)C1CC(O)C1[C@]3(C)C(CC[C@]12C)C(C)(C)[C@@H](O)C[C@H]3O (stereo partly drawn) | 18.0
O=C(c1ccccc1Cl)N1CCC(n2cccc2)CC1 | -7.9
C[C@@H]1CCCCO[C@@H](CN(C)S(=O)(=O)c2cccs2)[C@@H](C)CN([C@H](C)CO)C(=O)c2cc(NS(=O)(=O)c3cccs3)ccc2O1 | 30.7
CCN(CC)C(=O)c1cccc(C(=O)N(CC)CC)c1 | -10.2
Cc1cc(C(=O)Nc2cccc3c2O[C@H](CN(C)CC2CC2)[C@H](C)CN([C@@H](C)CO)C3=O)n(C)n1 | 2.3
Cc1cc(C(=O)Nc2cccc3c2O[C@@H](CN(C)S(=O)(=O)c2ccc(Cl)cc2)[C@@H](C)CN([C@H](C)CO)C3=O)n(C)n1 | 3.6
Cc1ccc(S(=O)(=O)N(C)C[C@@H]2Oc3ccc(NC(=O)C4CCCCC4)cc3C(=O)N([C@@H](C)CO)C[C@@H]2C)cc1 | -6.1
CC(=O)Nc1cc(C(=O)N2CCN(C)CC2)ccc1S(=O)(=O)c1ccc(C)cc1 | -4.4
CSc1nc(C)nc(N/C=C(\C#N)S(=O)(=O)c2ccc(C)cc2)n1 | 17.5
COC(=O)c1ccc([C@@H]2C=C(C(=O)NCc3ccccc3)O[C@H](OCCCCO)C2)cc1 | 24.0
COc1c2c(c(C)c3c1C(=O)OC3)OC1(C)CC(O)C(C(C)(C)O)C(C)(CCC(=O)O)C1C2 (stereo not drawn) | 10.1
COc1cc(-c2cc(=O)c3c(O)c(OC)c(OC)cc3o2)cc(OC)c1O | 24.2
Cc1noc(C)c1NC(=O)N(C)C[C@@H]1Oc2c(NS(=O)(=O)c3ccc(Cl)cc3)cccc2C(=O)N([C@H](C)CO)C[C@H]1C | -8.9
COc1ccc(NC(=O)N(C)C[C@@H]2OCCCC[C@@H](C)Oc3ccc(NS(=O)(=O)c4ccccc4)cc3C(=O)N([C@H](C)CO)C[C@@H]2C)cc1 | 15.8
C[C@H]1CN([C@@H](C)CO)C(=O)c2cc(NC(=O)NC3CCCCC3)ccc2O[C@H]1CN(C)C(=O)Nc1ccc(C(F)(F)F)cc1 | 6.1

The list is partial; rates above refer to the full screens.
